Screens deposited in PubChem by several laboratories.
Arrestin-AP2 inh: blocks beta-arrestin peptide binding to AP2 adaptin; FITC-arrestin peptide / GST-AP2 beads, flow cytometry; AP2 beta2 appendage carries R879A mutation; inhibition, % at 10 µM; 0.31% of 340,000 active; AID 504490;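 active = inhibition above a set limit, near 3 SD of compounds lacking own fluorescence, cut at about 54% in these data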;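 also: plate controls were DMSO wells for no effect and 5 µM unlabelled arrestin peptide for full effect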
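System: GST-AP2 R879A glutathione beads. Medium: PBS with 0.05% Tween 20 and 0.1% BSA. Also added: FITC-arrestin peptide, 50 nM. Incubation: 12 min plus 1 h, RT. Measured by: high-throughput flow cytometry of beads, ex 488, em 535 nm. Evaluation: percent drop in bead-associated FITC signal.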
DAGLB inh: blocks human DAGLB lipase activity; inhibition, % at 5.17 µM; 0.059% of 340,000 active; HEK293T DAGLB membrane lysate, EnzChek fluorogenic substrate; AID 504411; Q8NCG7; in the data active = inhibition above about 34%;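 also: 0% = enzyme with vehicle and 100% = wells lacking enzyme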
MOR-DOR ag: agonists of human mu-delta opioid receptor heterodimerization. P35372+P41143. cells, OPRM1-OPRD1 heterodimerization, luminescence. activation, % at 9.3 µM. 0.3% of 340,000 active; in the data active = activation above about 18%;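 also: 0% = vehicle-treated cells and 100% = reference agonist; values of inactives mirror those of a sister screen read the other way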
V-ATPase pH: yeast V-ATPase proton transport regulation by pHLuorin | response, % at 10 µM | AID 504577 | 0.37% of 350,000 active | S. cerevisiae, pHLuorin cytosolic pH fluorescence; in the data active = response mostly above about 7.3%, no sharp cut-off; inactive = mostly below about 5.4%; also: actives read high; inactives centre near 0; some compounds called inactive have numbers as strong as hits; reference of the scale not given here
OPRM1-OPRD1 inv: inverse agonist of human OPRM1-OPRD1 heterodimerization; P35372+P41143; cell-based MOR-DOR heterodimer luminescence, inverse agonism; inhibition, % at 9.3 µM; 0.21% of 340,000 active; in the data active = inhibition above about 22%, passing the limit was not always enough;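 also: 0% = cells with DMSO and 100% = wells without cells with DMSO; values of inactives mirror those of a sister screen read the other way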
HTR5A inv ag: counter-screen for OPRM1-OPRD1 inverse agonists: human HTR5A inverse agonism. inhibition, % at 9.3 µM. P47898. HTR5A cell line, luminescence. 0.083% of 340,000 active; in the data active = inhibition mostly above about 23%, no sharp cut-off; inactive = mostly below about 18%;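 also: 0% = cells with DMSO and 100% = no-cell wells with DMSO; some compounds called inactive have numbers as strong as hits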
DSG3 Ab inh: blocks pemphigus antibody binding to human desmoglein-3 | P32926 | 0.48% of 310,000 active | binding (percent of control), % at 10 µM | AID 588358 | DSG3-coupled beads, scFv-anti-DSG3-GFP binding, flow cytometry; stronger effect = lower value;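 active = binding more than 3 SD below its plate's average and above zero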;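 also: hits lower antibody fragment binding to DSG3; some compounds called inactive have numbers as strong as hits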
Target sequence (P32926 whole entry, looked up, the tested form may be a part): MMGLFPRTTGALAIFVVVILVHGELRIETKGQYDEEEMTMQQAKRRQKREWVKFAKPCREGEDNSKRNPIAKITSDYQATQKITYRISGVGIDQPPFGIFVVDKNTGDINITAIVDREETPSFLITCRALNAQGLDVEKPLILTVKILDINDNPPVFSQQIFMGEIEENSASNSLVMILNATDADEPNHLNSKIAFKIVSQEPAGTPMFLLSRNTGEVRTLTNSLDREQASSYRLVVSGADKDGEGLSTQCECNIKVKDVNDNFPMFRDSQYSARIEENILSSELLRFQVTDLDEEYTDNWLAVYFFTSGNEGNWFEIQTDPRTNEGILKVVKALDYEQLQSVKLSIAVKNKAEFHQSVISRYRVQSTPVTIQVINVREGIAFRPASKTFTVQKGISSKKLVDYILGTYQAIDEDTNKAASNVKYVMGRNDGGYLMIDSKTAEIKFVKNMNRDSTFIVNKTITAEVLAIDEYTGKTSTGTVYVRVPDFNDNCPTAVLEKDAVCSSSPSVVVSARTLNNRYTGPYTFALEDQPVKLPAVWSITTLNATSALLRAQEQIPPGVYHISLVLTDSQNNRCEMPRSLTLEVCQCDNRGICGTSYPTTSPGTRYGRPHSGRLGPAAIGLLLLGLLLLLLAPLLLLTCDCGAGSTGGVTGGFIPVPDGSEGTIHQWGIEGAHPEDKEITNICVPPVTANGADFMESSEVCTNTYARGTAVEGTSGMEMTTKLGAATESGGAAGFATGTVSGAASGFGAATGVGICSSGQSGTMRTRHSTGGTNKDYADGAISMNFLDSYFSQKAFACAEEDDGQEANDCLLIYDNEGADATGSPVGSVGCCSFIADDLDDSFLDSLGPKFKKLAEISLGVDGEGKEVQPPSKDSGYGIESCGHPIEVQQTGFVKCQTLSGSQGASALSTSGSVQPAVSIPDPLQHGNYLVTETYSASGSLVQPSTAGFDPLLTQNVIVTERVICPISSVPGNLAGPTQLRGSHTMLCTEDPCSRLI
HTR5A ag: counter-screen for OPRM1-OPRD1 agonists: human HTR5A agonism; P47898; HTR5A agonist assay, luminescence, cell-based; activation, % at 9.3 µM; 0.61% of 340,000 active; in the data active = activation mostly above about 9.5%, no sharp cut-off; inactive = mostly below about 7.6%;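 also: 0% = cells with vehicle only and 100% = reference agonist; strong numbers were not always called active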
PKA-R2B activ: PKA-R2B complex activation. P22694+P31323. PKA-R2B holoenzyme dissociation, Cy5-IP20 fluorescence polarization; R2B truncated from residue 108, S112A mutant; 0% DMSO only, 100% 113 µM cGMP. activation, % at 11.4 µM. 0.079% of 340,000 active;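 active = activation above a cutoff set at the mean over all compounds plus 3 SD, cut at about 18% in these data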;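 also: higher means more holoenzyme dissociation and a rise in polarization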
PKA-R1A act: activates the PKA-R1A holoenzyme complex; P00514+P68181; PKA-R1A dissociation, Cy5-IP20 fluorescence polarization; scaled: DMSO 0%, 113 µM cGMP 100%; activation, % at 11.4 µM; 0.083% of 340,000 active;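 active = percent activation above the mean of all tested compounds plus 3 SD, cut at about 19% in these data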;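 also: higher means more PKAc released from R1A so a rise in polarization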
* = called active by the depositor; . = not tested or not shown.

SMILES | Arrestin-AP2 inh | DAGLB inh | MOR-DOR ag | V-ATPase pH | OPRM1-OPRD1 inv | HTR5A inv ag | DSG3 Ab inh | HTR5A ag | PKA-R2B activ | PKA-R1A act
CCc1nc(N)c(C#N)c(-c2ccc(OC)c(OC)c2)c1C | -3 | -1 | -0.7 | -2 | 4 | 3 | 100 | 1 | -6 | 4
CCCCOc1nc2c(c(=O)n(C)c(=O)n2C)n1C | 9 | -1 | -0.9 | 0 | 4 | -27 | 94 | 7 | -7 | -2
CC(C)c1ccccc1NC(=O)c1cccc(NC(=O)c2ccccc2)c1 | 6 | -5 | 48* | 4 | -293 | 8 | . | -1 | 4 | -3
O=C(OCc1nnc(-c2ccccc2)o1)c1cc(=O)[nH]c2ccccc12 | -9 | 3 | 6.4 | -2 | -41 | 11 | 107 | -4 | 0 | 4
CCOc1ccccc1N1C(=O)c2ccc(S(=O)(=O)c3ccc(C(=O)O)cc3)cc2C1=O | 0 | 4 | -2.9 | -2 | 15 | -17 | 100 | 11 | 2 | -5
O=C(O)c1cc2ccc(O)cc2oc1=O | . | 0 | . | 0 | . | . | 109 | . | -3 | -6
Fc1cnc(N2CCOCC2)nc1N1CCc2ccccc21 | 3 | -7 | 3.1 | -1 | -15 | 1 | 102 | 0 | -14 | -13
O=C(CSc1nc(NS(=O)(=O)c2ccccc2)cc(=O)[nH]1)Nc1ccccc1Cl | -7 | 4 | -2.8 | -1 | 18 | -2 | 92 | -2 | 1 | -7
CN(CCc1ccccc1)C(=O)c1ccc(NC(=O)Cc2ccc(NC(=O)C3CCCN(S(=O)(=O)c4cccc([N+](=O)[O-])c4)C3)cc2)cc1 (configuration not stated) | 39 | -1 | 3.0 | 1 | -14 | 0 | 97 | 0 | -3 | -4
Cc1nc2ccccc2n1/N=C/c1cccnc1 | 0 | 0 | -0.3 | -3 | 2 | 4 | 98 | 0 | -2 | -12
C[C@@H]1CN([C@@H](C)CO)C(=O)CCCn2nncc2CO[C@H]1CN(C)S(=O)(=O)c1ccc2ccccc2c1 | . | 6 | . | 5 | . | . | . | . | 0 | 0
O=C(Nc1ccc(Cl)cc1)c1cc2nc(C3CC3)cc(C(F)(F)F)n2n1 | 7 | -6 | 1.7 | -2 | -10 | 5 | 97 | 3 | -4 | -12
Cc1nc2ccccc2n1Cc1ccccc1 | 15 | 0 | -0.8 | -2 | 4 | 9 | 104 | -2 | 11 | 5
C=CCNC(=S)NNC(=O)c1cccc(Br)c1 | 4 | 1 | -1.3 | 0 | 7 | 8 | 102 | 1 | -3 | -4
COc1cccc(C(=O)/C=C2\NCCc3cc(OC)c(OC)cc32)c1 | 6 | -7 | -0.3 | 1 | 1 | -1 | 99 | 0 | 11 | 0
COc1ccccc1/C=C\C=N\NC(=O)c1ccco1 | -15 | -3 | -2.1 | -1 | 10 | 5 | 102 | 0 | 2 | -9
CC(=O)c1cccc(NC(=O)c2cc(C(C)C)on2)c1 | -9 | 1 | -1.6 | -3 | 9 | 0 | 94 | -1 | -14 | -1
COc1ccc(-n2cc(CNCc3cccnc3)c(-c3cccc(F)c3)n2)cc1 | 12 | -1 | 55* | 1 | -279 | -4 | 106 | 1 | -10 | 0
COc1ccc(CC(=O)NC(C)c2nnc(SCc3nc4ccccc4c(=O)[nH]3)n2C)cc1 (configuration not stated) | -3 | -2 | -1.4 | -1 | 8 | -2 | 114 | 1 | -3 | 5
O=C(Nc1ccc(S(=O)(=O)Nc2ccnn2-c2ccccc2)cc1)C(F)(F)F | -2 | 0 | 0.2 | -4 | -1 | 13 | 118 | -4 | -1 | -1
CCN(CC)CC(=O)Nc1ccc(C)cc1C(=O)c1ccccc1 | -2 | -2 | -1.4 | 1 | 7 | 9 | . | -1 | -3 | -23
CC(NCC(=O)NCCc1ccc(S(N)(=O)=O)cc1)c1ccc(F)cc1 (configuration not stated) | 18 | 0 | -0.9 | -3 | 5 | -12 | . | 2 | -2 | 9
CC1(C)CSC(C)(C)C(=O)N1 | 28 | 3 | -1.6 | -2 | 8 | 2 | 116 | -1 | 4 | 2
CCOC(=O)c1cccc(NC(=O)Cn2nc(C)n3cccc3c2=O)c1 | -13 | -2 | -2.7 | 3 | 14 | -12 | 102 | 1 | 5 | 4
COc1cccc(CN2CCN(Cc3ccccc3C(F)(F)F)CC2)c1 | 5 | -10 | 8.8 | -1 | -44 | -22 | 96 | 2 | -3 | -6

(next part)
SMILES | Arrestin-AP2 inh | DAGLB inh | MOR-DOR ag | V-ATPase pH | OPRM1-OPRD1 inv | HTR5A inv ag | DSG3 Ab inh | HTR5A ag | PKA-R2B activ | PKA-R1A act
O=C(COC(=O)/C=C/c1ccccc1)NCc1ccc(Cl)cc1 | -3 | -6 | 3.0 | -2 | -17 | -22 | 98 | 7 | 7 | -1
CC(=O)N1CCN(c2ccc(S(=O)(=O)N3CCCCC3)cc2[N+](=O)[O-])CC1 | 8 | 3 | -1.6 | 0 | 8 | 0 | 118 | 0 | -4 | 6
C=CCNc1sc(C(=O)C2CC2)c(N)c1C#N | -7 | -1 | -1.9 | -6 | 8 | -21 | . | 9 | -2 | -5
CC(C)(C)C1CCC(=NNC(=O)CN(c2ccccc2)S(=O)(=O)c2ccccc2[N+](=O)[O-])CC1 (configuration not stated) | 6 | -1 | 0.0 | -2 | 0 | 8 | 99 | -2 | -4 | -1
Cc1ccc(S(=O)(=O)NCCC(=O)NCC(c2cccs2)N(C)C)cc1 (configuration not stated) | 43 | 0 | 4.1 | 1 | -17 | 2 | . | -1 | 4 | 4
C=CCOC(=O)CCCCCCCC | 14 | -2 | -2.5 | -4 | 13 | -8 | 103 | 2 | 1 | 9
Cc1cc(NC(=O)CCN2CCCCC2)ccc1Br | -5 | -2 | 0.0 | -1 | 0 | -6 | 103 | 2 | 0 | 3
CCN(CC)c1cccc(OC(=O)c2cccnc2Cl)c1 | 4 | -7 | 5.7 | -6 | -36 | 6 | . | -4 | -1 | -1
NC(=O)c1ccccc1Br | 5 | -3 | -1.4 | -1 | 7 | 0 | 99 | 3 | 4 | -1
CCS(=O)(=O)c1ncc(Cl)c(C(=O)Nc2ccccc2OC)n1 | 5 | -2 | 4.9 | 1 | -23 | -7 | 100 | 2 | -2 | -6
COc1ccc(CC(=O)Nc2c3c(nn2C(C)(C)C)CS(=O)(=O)C3)cc1 | -4 | 1 | -2.3 | 3 | 12 | 0 | 103 | 0 | 1 | 5
Cc1ccc(OC(=O)c2ccccc2P(=O)(O)O)cc1 | -9 | 0 | -1.1 | -3 | 6 | -4 | 88 | 0 | 1 | 1
F[B-](F)(F)COc1ccccc1 | 7 | -4 | -2.6 | 0 | 12 | -23 | 114 | 6 | 13 | 1
COc1cccc(C2CC(c3ccccc3Cl)Nc3ncnn32)c1 (configuration not stated) | 2 | 0 | -0.1 | 0 | 0 | -12 | 104 | -1 | -7 | -11
COc1ccccc1/C=C/CN1CCN(Cc2ccc(C)o2)C(CCO)C1 (configuration not stated) | -2 | 0 | 1.6 | 3 | -11 | 3 | 95 | -1 | -2 | -6
O=C(CSc1nnc2ccc(-c3ccccn3)nn12)NCCc1ccccc1 | -2 | 2 | 4.5 | -8 | -29 | -5 | 99 | -4 | -1 | 2
COc1cccc(N2C(=O)CC(N3CCC(C(N)=O)(N4CCCCC4)CC3)C2=O)c1 (configuration not stated) | 8 | 3 | -1.3 | -5 | 7 | -1 | 98 | 0 | 11 | -4
O=C1c2ccccc2C(=O)N1CCSc1nnc(-c2ccco2)n1Cc1ccccc1 | -10 | -2 | -0.7 | 0 | 4 | -37 | 102 | -3 | -12 | -13
Cc1ccc(N2CN=C3SCC(=O)N3C2)cc1C | -4 | -2 | -1.8 | -3 | 12 | 16 | 87 | -6 | -2 | 3
Cc1cc(C)c(C)c(S(=O)(=O)N2CCN(CC(=O)Nc3ccc([N+](=O)[O-])cc3)CC2)c1C | 8 | -1 | 1.1 | -1 | -6 | 6 | 60* | -2 | 5 | 7
CCCCn1cnc2c1c(=O)n(CC(=O)c1cc(C)n(C)c1C)c(=O)n2CC(C)C | 27 | -3 | -3.0 | 1 | 12 | 10 | 96 | 0 | 2 | -4
O=C(NC(=S)NCc1ccccc1)c1ccc2c(c1)OCO2 | 3 | -10 | 3.9 | -2 | -18 | 22 | 104 | 0 | -1 | 5
CC(=O)C1=C(O)C(=O)N(Cc2ccccc2)C1c1cccc([N+](=O)[O-])c1 (configuration not stated) | 15 | 8 | -1.4 | 4 | 6 | -7 | 106 | 2 | -2 | -2
CCc1nnc2cccc(Cl)n12 | 6 | 0 | -4.1 | 0 | 19 | -9 | 96 | 3 | 4 | 2
CCCCNC(=S)N(C)/N=C/c1c(C)[nH]c2ccccc12 | -1 | -4 | -0.3 | 0 | 2 | -3 | 175 | 1 | 2 | -10
CCOC(=O)N1CCC(N2Cc3cccc(C(=O)Nc4ccc(F)cc4)c3C2=O)CC1 | -6 | 1 | -2.6 | -1 | 15 | -27 | 104 | 0 | -9 | -1
CCN(CC(=O)Nc1ccc2c(c1)OCCO2)CC(=O)Nc1cc(C)on1 | -10 | -4 | -0.8 | 0 | 3 | -8 | . | 3 | 4 | -11
CN1CCC(N(C)C(=O)c2ccccc2Nc2ccc(SC(F)F)cc2)CC1 | 28 | -2 | -1.1 | 5 | 6 | -10 | 100 | -1 | 8 | -14

Random draw from the library; 2.4% or so of the library scored in one or more.
